# Screening results from PubChem BioAssay.
# HCMV antiviral = qHTS Assay for inhibitors of the human cytomegalovirus (HCMV); 410,000 compounds, 4.5% hits; HFF cells, HCMV-luciferase reporter, 72 h; hits give low values; activity change, negative = inhibition, % at 57.5 µM; in the data active = activity change below about -60%; inconclusive = no clear call, values can overlap the other calls; inactive = above about -39%
#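 After 16 h attachment at 37C, HFF cells received test compound and HCMV-luciferase (1 PFU/cell); reporter luminescence read 72 h later, data normalized against buffer-only and known inhibitor Salinomycin.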
# HCV inh = qHTS Assay for Inhibitors of Hepatitis C Virus (HCV). Potency, µM (titrated, usually from 41.8 µM), for the others: top-dose activity change, negative = inhibition, actives largely listed as inhibitors. 340,000 compounds, 3.4% hits. Huh7.5.1 HCVcc-Cre infection, luciferase reporter, 44 h; also: potency is read from the fitted curve at half-maximal effect
#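 Infectious HCVcc-Cre (~0.5 moi) was added to cells just after compound, with cells seeded 4 h earlier at 1,000 per well. Luciferase activity after 44 h culture reported infection; substrate was incubated 15 min at room temperature before reading.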
# Sm TGR inh = qHTS Assay for the Inhibitors of Schistosoma Mansoni Peroxiredoxins; Schistosoma mansoni thioredoxin glutathione reductase (TGR), Q962Y6; purified TGR, DTNB reduction, TNB absorbance 405 nm; Potency, µM (top dose mostly 114 µM), without a hit: top-dose activity change, negative = inhibition, most hits filed as inhibitors; 360,000 compounds, 3% hits; AID 485364, 2010; also: potency is read from the fitted curve at half-maximal effect; nearly all actives have a fitted effect of over 60% in size
#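 TGR 20 nM + NADPH 100 uM (dispensed conc.), cpd preinc 15 min RT; start with NADPH (500 uM addition) then DTNB (15 mM addition). Kinetic TNB absorbance, 405 nm filter. Four-parameter Hill fit across titration.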
# FBPA Giardia inh = qHTS Assay for Inhibitors of Fructose-1,6-bisphosphate Aldolase from Giardia Lamblia; A8B2U2; purified Giardia FBPA; Potency, µM (top dose mostly 59.6 µM), for inactives: at the top dose activity, negative = inhibition, usual class: inhibitors; 290,000 compounds, 0.71% hits; also: potency is read from the fitted curve at half-maximal effect; nearly all actives have a fitted effect of over 55% in size
# Target sequence (A8B2U2 whole entry, looked up): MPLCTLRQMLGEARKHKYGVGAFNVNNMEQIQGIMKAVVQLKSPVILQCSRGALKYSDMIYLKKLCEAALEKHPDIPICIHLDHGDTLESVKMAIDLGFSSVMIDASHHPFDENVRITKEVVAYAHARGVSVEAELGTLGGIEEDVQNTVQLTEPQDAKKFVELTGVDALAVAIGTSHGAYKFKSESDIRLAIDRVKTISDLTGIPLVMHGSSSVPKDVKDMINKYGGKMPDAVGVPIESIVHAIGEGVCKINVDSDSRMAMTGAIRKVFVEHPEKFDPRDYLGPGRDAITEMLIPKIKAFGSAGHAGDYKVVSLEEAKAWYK
#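 40 nM FBPA preincubated 10 min at RT with compound (up to 57.5 uM final), then substrate plus GAPDH/TPI/NAD/arsenate coupling and diaphorase/resazurin added. Fluorescence read after 20 min at RT, 525/598 nm.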
# AmpC no deterg = qHTS Inhibitors of AmpC Beta-Lactamase (assay without detergent). Potency, µM (titrated, usually from 57.1 µM), for inactives: at the top dose activity change, negative = inhibition, usual class: inhibitors. P00811. AmpC nitrocefin hydrolysis, absorbance 480 nm, 0.0001% Triton. 330,000 compounds, 0.52% hits;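 also: potency is read from the fitted curve at half-maximal effect; plate controls were no compound for no effect and no enzyme for full effect; nearly all actives have a fitted effect of over 20% in size; some results filed as inactive show a strong effect at the top dose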
# Target sequence (P00811 whole entry, looked up): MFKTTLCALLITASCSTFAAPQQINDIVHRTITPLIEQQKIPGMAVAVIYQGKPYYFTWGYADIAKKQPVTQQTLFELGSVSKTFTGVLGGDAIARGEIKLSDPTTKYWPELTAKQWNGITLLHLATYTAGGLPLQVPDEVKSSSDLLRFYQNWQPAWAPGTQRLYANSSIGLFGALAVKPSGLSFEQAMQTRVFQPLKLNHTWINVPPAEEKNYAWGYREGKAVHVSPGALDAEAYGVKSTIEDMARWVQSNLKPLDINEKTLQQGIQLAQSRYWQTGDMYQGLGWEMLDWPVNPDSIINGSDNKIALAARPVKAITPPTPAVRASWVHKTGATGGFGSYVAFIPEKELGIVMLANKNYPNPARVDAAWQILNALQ
#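 AmpC (5.3 nM in the dispensed reagent) in 20 mM phosphate pH 7.0 with 0.01% (detergent screen) or 0.0001% Triton X-100 was preincubated with compounds for 15 min at room temperature. Nitrocefin was then added from an 800 uM solution, and hydrolysis was followed at 480 nm.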
# AmpC detergent = qHTS Inhibitors of AmpC Beta-Lactamase (assay with detergent); AmpC hydrolysis of nitrocefin, absorbance 480 nm, 0.01% Triton; Potency, µM (highest dose often 114 µM), for inactives: top-dose activity change, negative = inhibition, most hits filed as inhibitors; 370,000 compounds, 0.041% hits; AID 485294, 2010;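 also: potency is read from the fitted curve at half-maximal effect; 0% = no-compound wells and -100% = no-enzyme wells; nearly all actives have a fitted effect of over 25% in size; some results filed as inactive show a strong effect at the top dose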
#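 AmpC (5.3 nM in the dispensed reagent) in 20 mM phosphate pH 7.0 with 0.01% (detergent screen) or 0.0001% Triton X-100 was preincubated with compounds for 15 min at room temperature. Nitrocefin was then added from an 800 uM solution, and hydrolysis was followed at 480 nm.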
# Active calls of the source: *; ? = inconclusive; / = not tested or not shown; & = joins results of further samples; [ ] = remark or other dose. Unless noted, calls follow the shape of the dose curve; as a rule, active = well fitted curve in the direction sought with a large enough effect; inconclusive = small, poorly fitted or top-dose-only effect, or another doubt; inactive = no such curve, though single readings can be large; an effect the other way counts as inactive or inconclusive. Unless noted, % is scaled to controls: 0 for no effect and ±100 for the full control effect.
compound | HCV inh | Sm TGR inh | AmpC no deterg | HCMV antiviral | FBPA Giardia inh | AmpC detergent
CCSC1=N/C(=C\c2ccc(C)s2)C(=O)S1 | 6% | 2% | -33% | -21 | -2% | 1%
COCCn1c(N2CCN(c3ccccc3)CC2)nc2c1c(=O)n(C)c(=O)n2C | ? | 0% | 68%[activator] | -22 | 1% | 3%
CC(=O)c1c(C)[nH]c(C(=O)CSc2nc3ccc(C)cc3[nH]2)c1C | ? | -13% | -24% | 16 | ? | -3%
Cc1onc(-c2c(F)cccc2Cl)c1C(=O)NNC(=O)C1CCN(Cc2cccc(F)c2)CC1 | -5% | / | 22% | -1 | 2% | -2%
Cc1ccc(CNC(=O)c2cc(=O)c3cc(C)c(C)cc3o2)cc1 | / | 12% | / | -1 | / | 12%
COc1cccc(CC(NC(C)=O)C(=O)NC2CCN(c3nnnn3-c3ccccc3)CC2)c1 (stereo unspecified) | -8% | -1% | 0% | 46 | / | -8%
CCOc1ccc(NC(=O)COc2ccc(C(=O)NCCc3ccccc3)cc2)cc1 | -13% | 4% | -11% | -81* | 3% | -3%
CCOC(=O)Cc1c(C)nc(Cc2ccc(OC(C)C)cc2)[nH]c1=O | 21% | -17% | -3% | 1 | 2% | -4%
Cc1nn(C)c(C)c1CCNC(=O)Nc1cccc(Cl)c1C | / | 21% | / | -5 | / | 8%
C#CCOCCOCCOCCNc1nc(N2CCN(C(=O)[C@H](CCC(=O)O)n3cc(C(N)Cc4ccc(O)cc4)nn3)CC2)nc(N2CCN(C(=O)[C@H](CCC(=O)O)n3cc(C(N)[C@H](C)CC)nn3)CC2)n1 (stereo partly specified) | 11% | ? | 79%[activator] | / | -6% | -9%
CCC1CCCCN1CCNS(=O)(=O)c1ccc2c(c1)oc(=O)n2C (stereo unspecified) | -12% | -1% | -16% | -8 | -2% | 0%
Cc1ccc(OCC(=O)OCc2cc(=O)n3ccsc3n2)cc1C | / | 5% | / | 21 | / | 17%
CC1(C)C(c2ccccc2)=[N+]([O-])CN1O | -5% | 2% | -20% | 18 | 2% | ?
CSc1nc2ccc(S(=O)(=O)NC3CCCCC3)cc2s1 | -13% | 8% | -14% | 50 | 0% | -2%
COc1ccc(O)c(C(=O)c2cnn(C(=O)c3cccc(S(=O)(=O)N4CCOCC4)c3)c2)c1 | -1% | -3% | -24% | 53 | 1% | -3%
COc1ccc(C(NC(=O)c2ccc(F)cc2)c2ccccc2)cc1 (stereo unspecified) | 18% | -15% | -19% | -7 | 3% | -1%
Cc1ccc(CNC(=O)Cc2csc3ccccc23)cc1 | / | 3% | / | 60 | / | 23%
CC(C)c1cccc(C(C)C)c1NC(=O)CN(C)C1CCS(=O)(=O)C1 (stereo unspecified) | 17% | 0% | -8% | 0 | / | 0%
OCCCc1nc2ccccc2[nH]1 | 3% | -3% | 6% | -36 | -3% | 0%
O=C(CSc1nnc(C2COc3ccccc3O2)o1)Nc1nccs1 (stereo unspecified) | -2% | -6% | -23% | / | 23% | -10%
CC(C)CCNC(=O)C1(c2cccs2)CCOCC1 | 7% | 7% | -13% | 5 | 5% | ?
Cc1ccc(NC(=O)CSc2nnc(C)s2)c(C)c1 | / | 0% | / | 0 | / | -1%
C[C@H](CO)N1C[C@H](C)[C@@H](CN(C)C(=O)Nc2ccc(C(F)(F)F)cc2)Oc2ccc(NC(=O)Nc3ccc4c(c3)OCO4)cc2C1=O | ? | / | 146%[activator] | -15 | / | /
Cc1ccccc1OCCC(=O)OCC(=O)Nc1c(F)cccc1F | 17% | -1% | 3% | -9 | / | -19%
O=C(/C=C/c1ccccc1)Nc1ccc2c(c1)OCCO2 | -18% | 4%[57.1 µM] | -28% | 16 | -28% | 0%
CSc1ncccc1C(=O)OCC(=O)NCc1ccccc1 | 28% | -2% | -15% | -17 | / | -3%
N#C/C(=C\c1coc2ccccc2c1=O)C(N)=S | ? | ? | -51% | 23 | -17% | -9%
Cn1c(O)c(C(=NCCN2CCCCC2)c2ccccc2Cl)c(=O)n(C)c1=O | -22% | 0% | -6% | -13 | 2% | -6%
C[C@@H]([C@@H](O)c1ccccc1)N(C)C(=O)C(N)Cc1ccccc1 (stereo partly specified) | 8% | -23% | -1% | ? | -8% | -12%
CSCC[C@H](NC(=O)N1CCn2c1nc1ccccc12)C(=O)N1CCCCC1 | 6% | -10% | 51% | -8 | 1% | -6%
Cc1cc(C)cc(NC2=C(N)C(=O)c3ccccc3C2=O)c1 | -11% | -1% | -7% | / | -18% | 2%
Cc1nc2c(-c3ccccc3)c(C)[nH]n2c(=O)c1Cl | 30% | 1% | -19% | -17 | 10% | ?
CC1CCN(C(=O)Cn2ncc3c4ccccc4n(Cc4ccc(Cl)cc4)c3c2=O)CC1 | / | -1% | / | 9 | / | 19%
CNNC(=O)C(C)NC(=O)c1ccc(Br)cc1 (stereo unspecified) | 13% | 9% | -5% | 14 | 3% | 3%
Cc1cccc(NC(=O)c2ccc([N+](=O)[O-])cc2Cl)n1 | -6% | -12% | -35% | 19 | -8% | -6%
CC1CCCN(C(=O)c2ccc3c(c2)OCO3)C1 (stereo unspecified) | 3% | 3% | -5% | 27 | 7% | 0%
CC(C)OC(=O)c1c2c(n3ccccc13)C(=O)c1ccccc1C2=O | ? | -18% | -29% | 5 | ? | ?
CCc1nnc(NC(=O)CN2CCCC(C)C2)s1 (stereo unspecified) | 19% | 5% | -13% | 7 | 4µM* | -11%
Cc1ccccc1CSc1nc(-c2ccccc2)nc2c1Cc1c(CO)cnc(C)c1O2 | / | 40µM* | / | 9 | / | 13%
CNC(=O)c1nc(C)n(-c2ccc(Cl)cc2Cl)n1 | 13% | 0% | -8% | -14 | 3% | -3%
O=C(O)c1cccc2c1NC(C(=O)O)C1CC(Sc3ccccc3[N+](=O)[O-])C(Cl)C21 (stereo unspecified) | -8% | ? | -51% | 6 | -19% | 40µM*
COC(=O)Cn1c2ccc(C)cc2c2nc(C)sc21 | 12% | -3% | 1% | 46 | ? | 4%
Cc1ccc(NS(=O)(=O)c2ccc(C(=O)N3CCC3)cc2)cc1 | ? | 1% | -13% | -17 | / | -12%
Cc1cc(C)c(NC(=O)c2sc3nc(C)cc(C)c3c2NC(=O)c2ccccc2)c(C)c1 | / | -2% | / | ? | / | -1%
Cc1ccc(NC(=S)N/N=C2/CCCc3c(C)cc(C)cc32)cc1 | 11% | -9% | -19% | 2 | 6% | 2%
O=C(c1cc2nc(-c3cccs3)cc(C(F)(F)Cl)n2n1)N1CCCc2ccccc21 | 7.1µM* | 0% | -17% | -87* | 3% | -3%
COc1ccc(-n2ncc3c2CC(C)(C)CC3NC(=O)CCn2cncn2)cc1 (stereo unspecified) | 15% | 0% | 83%[activator] | -8 | / | 3%
CCOC(=O)NC(=O)C(=CNc1ccc(C)cc1)C(=O)NC(=O)OCC | 15% | 3% | -42% | -7 | 5% | ?
COc1ccc2oc(=O)c(-c3nc4ccc(C)cc4[nH]3)cc2c1 | / | 0% | / | 60 | / | 10%
COc1ccc(/C=N/n2c(=S)n(C)c3ccccc32)cc1OC | ? | -9% | 45% | -15 | -13% | -3%
COC(=O)c1c(N)sc2c1CC(C)(C)OC2 | 2% | 1% | -2% | 69 | -1% | ?
Nc1nc2ccc(Oc3ccccc3)cc2s1 | -1% | -20% | -44% | 95 | -8% | -7%
Cc1ccccc1-n1nc(CO)c(C(=O)NCc2cccnc2)n1 | / | 4% | / | -6 | / | 24%
COc1ccc(N(CC(=O)Nc2ccc(F)cc2)S(=O)(=O)c2ccccc2[N+](=O)[O-])c(OC)c1 | -15% | 13%[57.1 µM] | -10% | -9 | -9% | -5%
COc1cccc(CN2C(=O)CCC2(C)C(=O)NC2CCCCCC2)c1 (stereo unspecified) | 11% | 2% | 33% | 44 | 3% | 2%
COCCn1nnnc1C1(N(Cc2cc3cc(C)ccc3[nH]c2=O)CC2CCCO2)CCN(C)CC1 (stereo unspecified) | -2% | -2%[11.4 µM] | 49%[activator] | -7 | -12% | -1%
COc1ccccc1N(CC(=O)Nc1ccccc1C(=O)NC(C)C)S(C)(=O)=O | 24% | 1% | -7% | 38 | 1% | -12%
CCCC1(CCC)C(=O)NC(=Nc2ccccc2)NC1=O | 10% | -1% | -35% | 68 | -1% | -2%
O=C(C(Sc1ccccc1)c1ccc(Br)cc1)N1CCOCC1 (stereo unspecified) | -11% | -7% | 28% | -22 | -1% | -10%
CC(C)C(=O)NC(c1ccc([N+](=O)[O-])cc1)c1c(O)ccc2ccccc12 (stereo unspecified) | -24% | -6% | -41% | -29 | -8% | 4%

# A different layout for some results above:
mol: CCOC(=O)Cc1c(C)nc(Cc2ccc(OC(C)C)cc2)[nH]c1=O
  HCV inh: 21%
  Sm TGR inh: -17%
  AmpC no deterg: -3%
  HCMV antiviral: 1
  FBPA Giardia inh: 2%
  AmpC detergent: -4%
mol: Cc1nn(C)c(C)c1CCNC(=O)Nc1cccc(Cl)c1C
  HCV inh: /
  Sm TGR inh: 21%
  AmpC no deterg: /
  HCMV antiviral: -5
  FBPA Giardia inh: /
  AmpC detergent: 8%

# The results go on.
compound | HCV inh | Sm TGR inh | AmpC no deterg | HCMV antiviral | FBPA Giardia inh | AmpC detergent
C(#Cc1ccccc1)CN1CCN(c2ccccn2)CC1 | 0%&-2% | 0% | 33% | 20&-10 | ? | -15%
CCCc1nc2oc3cc(OC)ccc3c(=O)c2c(=O)n1CCc1ccccc1 | -12% | 13% | -10% | -40 | 3% | -3%
CC(C)NC(=O)COC(=O)c1cc(=O)[nH]c2ccccc12 | 16% | -26% | -6% | 3 | 0% | -14%
Cc1ccc(N=Cc2cc(C)n(C3CCCC3)c2C)cc1 | -1% | -26% | -21% | 13 | / | -5%
CC12CC[C@H]3[C@@H](CCC4(O)C[C@H](O)CCC34/C=N/NC(=O)c3ccccc3[N+](=O)[O-])C1(O)CCC2C1=CC(=O)OC1 (stereo partly specified) | -4% | 10% | 67%[activator] | -78* | 15% | 1%
CCOC(=O)Nc1ccc2c(c1)nc(CN1CCCCC1)n2C | / | -4% | -17% | / | -4% | 1%
CC(C)CC(NC(=O)C(CC(C)C)NC(=O)OC(C)(C)C)C(N)=O (stereo unspecified) | -3% | -6% | 1% | 25 | 3% | ?
CCCN(Cc1ccc(N(CC)CC)cc1)CC1CC1 | 10µM* | 1% | -13% | -66* | -15% | 2%
CC1c2cccn2CCN1S(=O)(=O)c1ccc(F)cc1 (stereo unspecified) | -13% | ? | -14% | 0 | / | -3%
CCOC(=O)N1CCC(NC(=O)CS(=O)Cc2nc(-c3ccc(Cl)cc3)oc2C)CC1 (stereo unspecified) | -9% | 40µM* | 130%[activator] | ? | / | 6%
CCOc1ccc(N2C(=O)CC(Sc3nc(C)cc(C)n3)C2=O)cc1 (stereo unspecified) | 10% | -7% | 2% | -8 | 3% | ?
CCCc1cc(=O)[nH]c(SCC(=O)c2cc(C)n(-c3cc(C)on3)c2C)n1 | 6% | -18% | -2% | -14 | 24% | -12%
